Screening results: PubChem, Sanford-Burnham Center for Chemical Genomics
TAG inh: inhibitors of triacylglycerol accumulation, primary screen, cell-based, uHTS, fluorescence, H9c2; inhibition, % at 12.5 µM; AID 651582, 2012; hit rate 0.66% among 230,000; H9c2 cells, Nile Red lipid (TAG) fluorescence; cells loaded with 200 µM oleic acid;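 active = pattern-corrected inhibition of lipid staining of at least 50% with the nuclear-stain viability signal not falling by more than 50%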;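 also: 0% = DMSO wells and 100% = triacsin C control wells; some results filed as inactive read as strong as hits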
TAG inh DAPI viability: second read-out of TAG inh, no call of its own (marks repeat the call); DAPI nuclei signal change (viability), lower = more cytotoxic, %;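 whole-well DAPI fluorescence read on a plate reader as a viability signal; minus 50 percent equals half of cells still viable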
Starred values were filed as active, the others as inactive; & = joins results of further samples.

SMILES	TAG inh	TAG inh DAPI viability
Cn1c(=O)c2c(nc(CN3CCN(CCO)CC3)n2Cc2ccccc2Cl)n(C)c1=O	-6	-14
Cc1ccc(CNC(=O)CCS(=O)(=O)c2cccc3nonc23)cc1	-6	7
O=C(NCC1CCCO1)c1cn(Cc2ccccc2)nc1-c1ccc(Cl)cc1 (configuration not stated)	2	11
CN1CCN(c2ccc(S(=O)(=O)N3CCOCC3)cc2)CC1	8	1
CCNc1c([N+](=O)[O-])c(=O)oc2ccccc12	12	-3
CCC/C(O)=C1\C(=O)CC(C)(C)CC1=NCc1ccccc1	-18	1
CC12CCC(=O)N1C(C(=O)OCC(=O)Nc1sccc1C#N)CS2 (configuration not stated)	6	2
Cn1c(=O)n(CCc2ccccc2)c2ccccc21	-1	-9
COC(=O)C1CC(Cl)CN1c1ncc(C(F)(F)F)cc1Cl (configuration not stated)	4	-14
N/C(=N\S(=O)(=O)c1cccs1)c1ccccc1	3	0
CC(C)C(=O)NN(C(=O)C(C)C)c1nc2ccccc2s1	22	0
Cc1nn(C(=O)c2c([N+](=O)[O-])cnn2C)c(C)c1Cl	11	-3
COc1ccc2c3c(cccc13)OCC2=O	3	8
Cc1cccn2c(CN3CCCN(C=O)CC3)c(C(=O)N(C)CCc3ccccc3)nc12	-13	6
COc1cccc(NC(=O)c2cn(C)c(=O)c3cc(OC)c(OC)cc23)c1	-3	-9
Cc1ccc(CNC(=O)C2CC3Cn4c(nc5cc6ccccc6cc54)C3N2C)o1 (configuration not stated)	2	3
COc1cccc(NC(=O)COC(=O)c2ccccc2SCC(=O)N2CCCC2)c1	19	-1
Cc1nc2sc(C(c3ccccc3)N3CCN(C)CC3)c(O)n2n1 (configuration not stated)	-3	-5
Cc1ccc(N=C2NC(=O)CS2)cc1	16	-8
Cc1cc2cc(CNC(=O)c3ccc(S(=O)(=O)N4CCCC4)cc3)ccc2n1C	14	-3
COc1ccc(CNCc2ccccc2[N+](=O)[O-])cc1OC	1	0
N#Cc1c(SCC(=O)N2CCOCC2)nsc1SCC(=O)N1CCOCC1	-1	7
COc1cccc2cc(C(=O)N3CCc4ccccc43)c(=O)oc12	0	-7
COc1cc(OC)cc(C(=O)NNC(=O)CCNS(=O)(=O)c2ccc(C)c(C)c2)c1	18	1
COc1ccc(C2C(C(N)=O)=C(C)Nc3nc(-c4ccccc4)nn32)cc1OC (configuration not stated)	2	-8

Continued:
SMILES	TAG inh	TAG inh DAPI viability
NC(=O)c1ccc(NC(=O)CSc2nnc(-c3ccccn3)n2N)cc1	7	-13
O=C(NCCc1nnc2ccc(NCc3ccc(Cl)cc3)nn12)c1ccccc1	2	4
CN1CCN(C(=O)c2ccc3c(=O)n4c(nc3c2)CCCCC4)CC1	-19	3
CCC(C)NC(=O)c1cn(-c2cccc(C)n2)cn1 (configuration not stated)	-21	9
Cc1ccc(-c2cccc(CN3CCN(C4CCN(C(C)C)CC4)C(CCO)C3)c2)o1 (configuration not stated)	-3	33
Cc1c(Cl)cnc(NC(=O)COC(=O)C2CCCC2)c1Cl	-2	-10
CC(C)CNC(=O)c1ccc(C2SCC(=O)N2Cc2ccccc2)cc1 (configuration not stated)	-1	-6
Cc1c(Cl)cccc1NC(=O)C(=O)NNC(=O)c1ccccc1F	-6	-6
O=C(N/N=C/c1cc(Cl)cc(Cl)c1O)c1ccncc1	65*	-30*
CCOc1ccc(N(CC(=O)NCCSCc2ccccc2)S(=O)(=O)c2ccccc2)cc1	-4	7
COc1ccc(OCCSc2nnc(-c3ccccc3)n2N)cc1	-15	0
CCN(CC)C(=O)c1c[nH]c2ccc(S(=O)(=O)Nc3cc(C)cc(C)c3)cc2c1=O	-5	-1
Cc1ccc(CSc2nnc(-c3ccncc3)n2C)cc1	-6	5
COc1cc(C2c3c(c(C)c(C)oc3=O)Oc3c(C)c(C)oc(=O)c32)ccc1OS(=O)(=O)c1ccc(C)cc1	11	-11
Cc1c(Cl)cccc1NC(=O)Cn1c(-c2ccc(F)cc2)noc1=O	-15	-10
CN1CCCN(C(=O)CNC(=O)c2ccccc2F)CC1	-6	-5
Cc1ccc(S(=O)(=O)N2CC(O)CC2C(=O)NCc2ccc3c(c2)OCO3)cc1 (configuration not stated)	4	-4
CN(CCc1ccccc1)C(=O)c1cccc(NC(=O)Cc2cccc(NC(=O)C3CCCN(C(=O)C4CCCCC4)C3)c2)c1 (configuration not stated)	22	-10
OC1C(O)C(O)C(O)C(O)C1O (configuration not stated)	-2&-11&8	0&3&-4
O=C(CN(Cc1ccco1)C(=O)c1ccccc1F)Nc1ccccc1C(F)(F)F	-22	0
CCOc1cccc(C(=O)Nc2cnn(Cc3ccccc3)c2)c1	-23	4
CCCCn1c(=N)n(CC(=O)O)c2ccccc21	-35	3
CC(OC(=O)c1cc(=O)[nH]c2ccccc12)C(=O)Nc1ccccc1F (configuration not stated)	-17	5
Cc1ccc(C(=O)OCC(=O)NC(C)C2CC3CCC2C3)cc1N (configuration not stated)	11	-4
Cn1nc(-c2ccc(Cl)cc2)cc1NC(=O)CSCC(=O)O	-8	5

More structures
SMILES	TAG inh	TAG inh DAPI viability
S=C(Nc1ccc(N2CCOCC2)cc1)Nc1ccc2nc(-c3ccco3)c(-c3ccco3)nc2c1	26	-5
CCOCC(=O)Nc1ccc(S(=O)(=O)Nc2ncccn2)cc1	6	3
CCCCCn1ccc(=N)cc1	-43	10
Cc1cc(C)c(C#N)c(SCC(=O)N(CCC#N)c2ccc3c(c2)OCCO3)n1	-3	5
Cc1cccc(OC(=O)c2ccncc2)c1C	-6	101
COc1cc2nn(-c3ccccc3N)nc2cc1OC	14	3
NC(=S)NNC(=O)COc1ccccc1O	-2	6
CCN1CCN(c2cc(C)c3cc(NC(=S)N4CCCC4)ccc3n2)CC1	7	22
O=C(NC1CCSC1=O)C1CCCCC1 (configuration not stated)	5	0
Cc1nc2oc3ccc(F)cc3c(=O)c2cc1C(=O)NC(C)(C)C	8	-6
O=C(O)C1CCC(=O)N(C2CCCCC2)C1c1ccccc1 (configuration not stated)	7	-2
CCOc1ccc(S(=O)(=O)N(C)c2ccc(OCC(=O)NC3=NCCS3)cc2)cc1	-1	3
Cc1ccc(C2(C)NC(=O)N(CC(=O)NNC(=O)c3ccccc3)C2=O)cc1 (configuration not stated)	5	4
Cc1cc(NC(=O)c2cc([N+](=O)[O-])cc([N+](=O)[O-])c2)no1	-5	1
COc1ccc(C(C#N)N2CCC(c3ccccc3)=N2)cc1OC (configuration not stated)	11	-6
O=C(O)CCC(=O)Nc1ccccc1C(=O)Nc1ccccc1	-3	5
CC(=O)Nc1ccc(S(=O)(=O)N2CCSC2c2ccco2)cc1 (configuration not stated)	-2	11
CC1(Cc2ccccc2OC(F)(F)F)C(=O)Nc2c(Cl)ccc(Cl)c21 (configuration not stated)	-3	6
CCN(Cc1ccccc1)S(=O)(=O)c1nc2nc(C)c(C)c(C)n2n1	-2	-3
CCOC(=O)N1CCN(C(=O)c2cc3c(=O)n(C)c4ccccc4c3n2C)CC1	12	-15
CCOc1ccc(N2C(=O)Nc3ccccc3C2(O)C(=O)NCc2ccc3c(c2)OCO3)cc1 (configuration not stated)	2	17
COc1cc(C(c2c(C)[nH][nH]c2=O)c2c(C)[nH][nH]c2=O)cc(Br)c1OC	-11	16
Oc1cc2ccccc2cc1-c1n[nH]c(=S)o1	-6	-3
CNC(=S)NNC(=O)c1sc2cc(C(F)(F)F)cnc2c1-c1cccnc1	10	1
COc1cc2c(cc1OC)CN(CC(=O)Nc1ccccc1C(=O)NC1CC1)CC2	19	-2

(cont.)
The line under a structure holds: TAG inh | TAG inh DAPI viability
CCN(CC)CCNC(=O)c1ccc(Cl)c(S(=O)(=O)Nc2ccc(Cl)cc2)c1
  5&18 | 2&-3
Cc1ccc2nc(NC(=O)C3CCN(c4ncnc5sc(C)c(C)c45)CC3)sc2c1
  4 | 2
COc1ccc(NC(=O)c2ccco2)cc1NC(=O)c1c(F)c(F)c(OC)c(F)c1F
  36 | -1
CCOc1cc(C2C3=C(CC(C)(C)CC3=O)N(C)C3=C2C(=O)CC(C)(C)C3)ccc1O
  -1 | 2
CCOc1cc(NC(=S)NCc2ccco2)c(OCC)cc1NC(=O)c1ccco1
  12 | 3
CCOCCCn1c(SCc2nc3sc(C(=O)O)c(C)c3c(=O)[nH]2)nnc1-c1ccc(Cl)cc1
  -5 | 6
Cc1nn(C)c(C(=O)NNC(=O)NC2CCCCC2)c1Cl
  9 | -3
O=C1OCC/C1=C\NCCCN/C=C1\CCOC1=O
  -3 | 11
NC(=O)c1[nH]cnc1N=NN(CCO)Cc1ccccc1
  10 | -7
CCOC(=O)c1c(NC(=S)NC(=O)c2ccc(Cn3cc(Cl)cn3)o2)sc2c1CCCCC2
  -6 | 161

New compounds follow
The line under a structure holds: TAG inh | TAG inh DAPI viability
COc1ccc(NC(=O)c2cc(-c3ccccn3)nc3c(C)cc(C)cc23)c(C)c1
  3 | 6
Cc1cccc(NC(=O)CS(=O)(=O)Cc2ccccc2)n1
  1 | -4
COC(=O)C/C(N)=C(\C#N)C(=O)OC
  -5 | 4
CS(=O)(=O)c1ccc(Nc2nc(C(N)CCc3ccccc3)cs2)cc1 (configuration not stated)
  14 | -8
O=C(COc1ccccc1Cl)NNC(=O)c1cc(S(=O)(=O)N2CCOCC2)ccc1N1CCCC1
  15 | -2
Cc1[nH]c(=O)[nH]c(=O)c1S(=O)(=O)N1CCC(C(=O)N2CCN(c3cccc(C(F)(F)F)c3)CC2)CC1
  6 | -7
Cc1ccc(CC2CC(=O)N(c3nc4ccccc4s3)C2=O)cc1 (configuration not stated)
  -3 | -2
Cc1ccc(/C=N/NC(=O)c2nnn(-c3nonc3N)c2C)o1
  -6 | 0
COc1ccc(OC)c(-c2nnc3n2N=C(c2ccc(OC(F)F)c(OCC4CC4)c2)CS3)c1
  11 | -12
Cc1ccccc1-n1nc(SCC(=O)O)sc1=S
  4 | 2

Pulled by structure from the list above, 5 records:
The line under a structure holds: TAG inh | TAG inh DAPI viability
CCOCC(=O)Nc1ccc(S(=O)(=O)Nc2ncccn2)cc1
  6 | 3
COc1ccc(OCCSc2nnc(-c3ccccc3)n2N)cc1
  -15 | 0
Cc1nc2oc3ccc(F)cc3c(=O)c2cc1C(=O)NC(C)(C)C
  8 | -6
Cc1c(Cl)cccc1NC(=O)Cn1c(-c2ccc(F)cc2)noc1=O
  -15 | -10
CC(C)CNC(=O)c1ccc(C2SCC(=O)N2Cc2ccccc2)cc1 (configuration not stated)
  -1 | -6

(continued)
The line under a structure holds: TAG inh | TAG inh DAPI viability
COc1ccc(S(=O)(=O)NNC(=O)c2ccc([N+](=O)[O-])cc2)cc1
  -2 | -4
Nc1cc(N)nc(SCC(=O)NCCC2=CCCCC2)n1
  -12 | 1
Fc1ccc(-n2nnc(-c3cccnc3)n2)cc1
  9 | 4
CC(C)(C)OC(=O)C[C@@H]1C/C=C\C[C@H](CC(=O)NCCO)C(=O)NC[C@H](c2ccccc2)OC1=O
  -24 | 4
NC(=O)c1ccc(OCc2ccccc2)nc1
  -6 | -3
NS(=O)(=O)c1cccc(NC(=O)CN2C(=O)C(=O)N(Cc3ccccc3)C2=O)c1
  -5 | 5
Cc1ccc(C)c(S(=O)(=O)N2CCN(c3ncccn3)CC2)c1
  5 | -5
CCOc1ccc(C2C(C(=O)c3ccc(C)o3)=C(O)C(=O)N2CCCN(CC)CC)cc1 (configuration not stated)
  3 | -11
CCOc1ccccc1/C=C(\C#N)C(=O)Nc1cccc(C(=O)O)c1
  -3 | -2
N#C/C(C(=O)NCc1ccccc1)=C1/N=C(NC(=O)c2cccs2)c2ccccc21
  0 | -6

One compound at a time, from the list above. Order of values: TAG inh	TAG inh DAPI viability
Listed for CNC(=S)NNC(=O)c1sc2cc(C(F)(F)F)cnc2c1-c1cccnc1 → 10	1
Listed for CCCCCn1ccc(=N)cc1 → -43	10
Listed for CC1(Cc2ccccc2OC(F)(F)F)C(=O)Nc2c(Cl)ccc(Cl)c21 (configuration not stated) → -3	6
Listed for Cc1c(Cl)cnc(NC(=O)COC(=O)C2CCCC2)c1Cl → -2	-10

Going on with the list:
The line under a structure holds: TAG inh | TAG inh DAPI viability
O=C(N/N=C/C=C/c1ccco1)c1cccs1
  2 | 7
COc1cc(N2C(=O)c3ccccc3C2=O)c(Cl)cc1C(=O)OCC(=O)N(C)C
  6 | 9
Cc1cc(O)c2/c(=N\N)c(-c3csc(C)n3)coc2c1
  1 | 4
O=Cc1cn(-c2ccccc2)nc1-c1ccc2c(c1)OCCO2
  9 | 4
CCOC(=O)Cc1csc(NC(=O)CCCC(=O)O)n1
  -5 | 1
Cc1ccc(C)c(NC(=O)COC(=O)CCC(=O)c2cccs2)c1
  2 | 0
COc1cccc(-c2ccc(SCC(=O)c3ccccc3)nn2)c1
  0 | -4
COC(=O)C1CC(=O)N(c2ccc(OCc3ccccc3Cl)cc2)C1 (configuration not stated)
  -15 | 0
CCc1ccc2nc(N(CCCN(C)C)C(=O)c3ccc(S(=O)(=O)N4CCc5ccccc5C4)cc3)sc2c1
  23 | -15
CCC1(c2ccccc2)NC(=O)N(CC(=O)N(CC(=O)Nc2ccccc2C(F)(F)F)Cc2ccco2)C1=O (configuration not stated)
  0 | 1

Further compounds
The line under a structure holds: TAG inh | TAG inh DAPI viability
CN(C)Cc1c(-c2ccc(Cl)cc2)nc2ccc(Cl)cn12
  -13 | 1
COCCn1c(C)cc(C(=O)CN2c3cccc4cccc(c34)S2(=O)=O)c1C
  -7 | 4
Oc1cc(O)c2c(c1)OC(c1ccc(O)c(O)c1)C(O)C2 (configuration not stated)
  0 | -1
Cc1ccc(C2(SCC(N)C(=O)O)c3ccccc3-c3ccccc32)cc1 (configuration not stated)
  3 | 6
COCC(=O)NC1CCCCCC1
  5 | 4
Cc1csc(SCC(=O)Nc2sccc2C(N)=O)n1
  -19 | 4
COc1cccc(CN2CCN(C(=O)c3cc(-c4ccncc4)nc4ccc(C)cc34)CC2)c1
  20 | -3

Not all compounds are listed, so the mix of outcomes need not match the whole.
